Growth percent in the NCI-60 one-dose screen (48 h, 10 µM unless noted): 100 = growth as untreated, 0 = no growth, -100 = all killed.
SW-620 = SW-620 colon cancer; 82,000 compounds, 5.2% hits; AID 1794795
HCC-2998 = HCC-2998 colon cancer; 79,000 compounds, 4.7% hits; AID 1794799
COLO 205 = COLO 205 colon cancer | 79,000 compounds, 7.3% hits | AID 1794742
HT29 = HT29 colon cancer; 81,000 compounds, 7.4% hits
KM12 = KM12 colon cancer cells; 82,000 compounds, 5% hits
SNB-75 = SNB-75 CNS cancer; AID 1794750; 79,000 compounds, 5% hits
NCI-H322M = NCI-H322M lung cancer; 80,000 compounds, 2.7% hits; AID 1794733
HCT-116 = HCT-116 colon cancer | 82,000 compounds, 7.3% hits
HCT-15 = HCT-15 colon cancer; 82,000 compounds, 5.2% hits
* hit, by the source's call; . = not tested or not shown; & = joins results of further samples. The calls were made as follows: active = growth percent below 10; inactive = the rest.

Second line of a record: SW-620, HCC-2998, COLO 205, HT29, KM12, SNB-75, NCI-H322M, HCT-116, HCT-15
CC1(CO)CSC(Nc2ccc(F)cc2)=N1 (configuration not stated)
    107, 120, 100, 100, 99, 100, 87, 105, 101
O=C1Nc2cc(-c3ccc(NS(=O)(=O)c4ccc(-c5ccccc5)cc4)cc3)ccc2/C1=C/c1ccc[nH]1
    9.0*, 51, 0.4*, 0.6*, 34, 53, 47, 20, 15
Cc1ccc(Oc2nc(NS(=O)(=O)c3ccc(C)cc3)nc(-c3ccc(C)cc3)c2C#N)cc1
    107, 115, 114, 112, 105, 99, 103, 102, 99
O=c1c2ccccc2ncn1-c1ccncc1
    104, 100, 106, 97, 111, 96, 117, 97, 95
O=c1ccnc2n1CCN2
    99, 99, 101, 106, 110, 96, 106, 102, 101
COc1ccc(-c2nc(SCC(=O)c3ccc(C#N)cc3)[nH]c(=O)c2C#N)cc1
    92, 106, 101, 92, 101, 88, 95, 83, 98
CC1=CC(=O)C=C(C)C1=O
    106, 96, 100, 89, 105, 82, 107, 90, 106
O=C1CSC(=Nc2ccccc2F)N1
    102, 100, 108, 104, 106, 88, 104, 102, 105
O=C(NC(=S)Nc1nc2ccccc2s1)c1ccc(-n2c(=O)[nH]c3ccccc3c2=O)cc1
    ., 101, 107, 100, 98, 73, 94, 93, 97
COC(=O)C1CC(OC(=O)CCl)Cc2cc(Cl)ccc2N1 (configuration not stated)
    104, 103, 108, 99, 106, 99, 105, 105, 102
N#CN=C(N)NC(=O)c1ccccc1
    104, ., 115, 103, 115, 106, 101, 100, 105
COCCn1c(-c2ccnn2C)nnc1N1CCC(F)(F)C1
    101, 108, 109, 103, 103, ., 87, 109, 101
COc1cc(O)cc(C(=O)c2ccccc2)c1S(=O)(=O)O
    102, 109, 108, 104, 110, 81, ., 111, 108
CCOC(=O)c1c(Nc2ccccc2)nn2c(N)c(C#N)c(-c3ccc(OC)cc3)nc12
    95, 93, 96, 77, 83, -15*, 95, 78, 85
NC(=O)SCC(=O)NNc1ccccc1
    88, 103, 100, 103, 81, 92, 95, 95, 89
Cc1cc2c(-c3nc4cc(O)ccc4[nH]3)c(O)c(O)cc2c(O)c1-c1c(C)cc2c(-c3nc4ccc(O)cc4[nH]3)c(O)c(O)cc2c1O
    103, 109, 120, 110, 103, 90, 97, 95, 97
O=C(Nc1ncn[nH]1)c1ccccc1-c1ccccc1C(=O)Nc1ncn[nH]1
    106, 102, 118, 97, 112, 94, 104, 108, 99
Cc1c(CNC(=O)CN2CCN(c3ccccc3)CC2)nn(-c2ccccc2)c1CC(C)C
    94, 105, 106, 76, 100, 99, 94, 80, 101
COc1cc2ncnc(Nc3ccc(S(=O)(=O)Nc4cc(C)on4)cc3)c2cc1OCCCN1CCN(c2ccc([N+](=O)[O-])cc2)CC1
    105, 111, 105, 107, 106, 92, 103, 109, 105
CC(C)COC(=O)N1CCCC1
    112, 102, 108, 113, 106, 83, 98, 103, 107
Clc1ccc(C2CC(c3cccc(Nc4ccncc4)c3)=NN2c2ccc(Cl)cc2)cc1 (configuration not stated)
    -68*, -74*, -62*, -5.5*, -77*, 71, 55, -73*, -72*
Cc1ccc(/C=C(\C#N)n2nnc3c(F)cccc32)cc1
    14, -20*, -71*, 2.7*, -1.1*, 18, 10, 27, 12
O=c1oc2ccccc2cc1-c1csc(N2N=C(c3ccc(Cl)cc3)CC2c2ccc(Cl)cc2)n1 (configuration not stated)
    114, 115, 143, 118, 108, 108, 98, 100, 99
COc1cc(-c2cc(-c3ccc([N+](=O)[O-])cc3)nc3nc(NN)[nH]c(=O)c23)cc(OC)c1OC
    91, 103, 108, 109, 98, 98, 101, 103, 106
Cc1cccc2cc(-c3cc(-c4ccccc4)nc(N)n3)c(Cl)nc12
    103, 99, 96, 96, 85, 100, 96, 72, 64
COc1ccc2nc(N)nc(C)c2c1
    86, 95, 81, 91, 51, 58, 71, 87, 109
Nc1ccc2c(c1)-c1ccc(F)cc1C2=O
    112, 103, 103, 108, 103, 83, 116, 109, 98
O=C1CCCCN1c1ccc(C2=NCCCN2)cc1
    86, 109, 104, 88, 90, 55, 92, 92, 101
C=CCc1ccc(O)c(OC)c1
    110&102, 108&113, 117&116, 101&98, 108&111, 96&97, 88&100, 105&101, 116&103
CCc1ccc2c(c1)CCCC2(C)C
    111, 106, 104, 101, 106, 89, 122, 92, 100
CC[C@]12C=CCN3CC[C@@]4(c5ccc(OC)cc5N(C)[C@H]4[C@@](O)(C(=O)OC)[C@@H]1OC(=O)CCCP(=O)(c1ccccc1)c1ccccc1)[C@@H]32
    99, 120, ., 81, 100, 46, 98, 82, 86
COc1ccc(Cn2cc(C(=O)N=Nc3c(O)[nH]c4c(C)cccc34)nn2)cc1
    58, 101, 108, 67, 96, 27, 90, 7.1*, 68
CC(=O)c1ccc(NC(=O)CS(=O)(=O)c2nnc3n(Cc4ccccc4)c(=O)c4c(C)c(C(N)=O)sc4n23)cc1
    105, 108, 116, 109, 103, 109, 108, 100, 102
CCCCCCCCCCCCCCCCN(CC)CC
    -69*, -97*, -62*, -57*, -57*, -23*, 14, -52*, -90*
CC(=O)O[C@@H]1CCN2C(=O)Nc3ccc(F)cc3[C@@H]2C1
    119, 104, 124, 102, 102, 81, 98, 100, 103
CCN(CC)CCCOc1cccc2c1C(=O)c1cccc(OCCCN(CC)CC)c1C2=O
    24, 57, -12*, 11, 41, 53, ., 23, 35
COc1ccc(-c2oc(=O)ccc2-c2cc(OC)c(OC)c(OC)c2)cc1F
    46, 65, 57, 44, 42, 106, 95, 60, 68
O=C(C(c1ccccc1)C(O)c1ccccc1)N1CCOCC1 (configuration not stated)
    121, 116, 104, 106, 115, 94, 129, 113, 103
CC(C)CCOC(c1ccc2c(c1)OCO2)C(C)Br (configuration not stated)
    105, 114, 109, 104, 108, 85, 101, 102, 102
CNC(=O)c1c(-c2ccc(F)cc2)noc1C
    107, 119, 103, 107, 103, 102, 108, 103, 97
Clc1ccc(/C=C/c2nn3c(-c4ccncc4)nnc3s2)cc1
    106, 105, 110, 109, 100, 92, 92, 70, 83
CCc1ccc(Nc2nc(Nc3cnc4ccccc4c3)c3[nH]cnc3n2)cc1
    91, 88, 90, 80, 87, 81, 89, 72, 95
Nc1ccc2c(c1)-c1ccccc1C2=O
    97, 100, 105, 101, 88, 93, 99, 97, 95
OC1CCN(CCCOc2c3ccc(Cl)cc3nc3c2oc2ccccc23)CC1
    -20*, -68*, -69*, -44*, -16*, -19*, -16*, -35*, -32*
CCOC(=O)CCN1C(=O)/C(=C/c2ccc(O)cc2)SC1=S
    101, 111, 111, 109, 100, 85, 92, 102, 87
C=CCc1cc(F)cc2c(OC(C)=O)c(C(C)=O)c(-c3ccccc3)nc12
    109, 110, 117, 113, 111, 96, 106, 102, 103
O=C1C=C(Sc2ccc3ccccc3c2)C(=O)c2ccccc21
    96, 98, 96, 94, 104, 78, 102, 87, 107
N#Cc1nc(-c2ccccc2)oc1N1CC[C@@H](CO)C1
    99, 110, 106, 107, 111, 98, 94, 103, 100
CC1(c2ccc(Cl)cc2)N=C(N)Nc2nc3ccccc3n21 (configuration not stated)
    117, ., 115, 87, 112, 97, 118, 107, 103
NS(=O)(=O)c1ccc(CCn2c(SCC(=O)NCc3ccccc3)nc3ccccc3c2=O)cc1
    113, 109, 128, 102, 99, 95, 98, 97, 98
CC(C)(C)n1cc(-c2ccnc(NCCCNS(=O)(=O)c3ccccc3)n2)c(-c2ccc(F)c(O)c2)n1
    114, 111, 108, 82, 91, 120, 99, 87, 84
Cc1cnc(SCc2ccc(Cl)cc2Cl)nc1N(C)C
    102, 96, 119, 91, 109, 104, 97, 102, 106
CCCC1(C=O)NC(=O)NC1=O (configuration not stated)
    106, 99, 95, 95, 109, 89, 104, 104, 108
COc1ccc(C(=O)n2nc(/C=C/c3ccc(O)c(OC)c3)cc2/C=C/c2ccc(O)c(OC)c2)cc1
    4.2*, 16, -66*, ., 6.3*, -16*, 12, -0.7*, 5.6*
C=CC[C@]1(c2ccccc2)C(=O)C(=O)N(Cc2ccc(OC)cc2OC)[C@H]1c1cccnc1
    97, 103, ., 97, 99, 100, 102, 96, 90
COC(=O)[C@@H](Cc1ccccc1)n1cc(COC(=O)c2cccc3c(=O)c4ccccc4[nH]c23)nn1
    97, 102, 104, ., 96, 90, 91, 102, 91
Cc1nc(NC(=O)Nc2ccccc2)sc1C(=O)NNC(=O)Nc1ccccc1
    94, 111, 99, 92, 113, 88, 102, ., 89
Cc1ccc2nc(-c3ccc(N(C)C)c(Br)c3)cn2c1
    100, 100, 89, 73, 95, 103, 120, 33, 34
Cc1cc(C)n(Cc2ccc(Cl)cc2)c(=O)c1C#N
    107, 108, 116, 104, 100, 98, 101, 101, 104
O[C@@H]1Cc2cc(Br)c3ccccc3c2N[C@H](c2cccs2)C1
    87, 88, 90, ., 79, 101, 97, 68, 95

Next part:
Compound,SW-620,HCC-2998,COLO 205,HT29,KM12,SNB-75,NCI-H322M,HCT-116,HCT-15
O=C(O)c1ccc2nc(-c3ccc(OCCCCCOc4ccc(-c5nc6ccc(C(=O)O)cc6[nH]5)cc4)cc3)[nH]c2c1,57,16,8.8*,51,99,96,91,89,74
Cc1ccc(Nc2cccc3c2C(=O)c2cccc(Nc4ccc(C)c(S(=O)(=O)O)c4)c2C3=O)cc1S(=O)(=O)O,93,108,109,109,94,81,110,98,106
COc1ccc(-c2nc3c(c(C)nc4c3nnn4-c3ccc(OC)cc3)c(=O)o2)cc1,100,104,114,109,108,88,115,108,108
O=C(O)C(=O)c1cccc([N+](=O)[O-])c1,103,100,114,102,102,100,102,118,107
COc1cccc2cc(N(C)c3nc(C)nc4ccsc34)ccc12,22,7.1*,-57*,-10*,-1.1*,36,50,-0.9*,0.6*
CC(C)c1nc2ccccc2n1CC(=O)N/N=C/c1ccc(O)cc1,88,98,120,103,104,81,102,93,115
Cn1cc(-c2csc(-c3cn(C(=O)OC(C)(C)C)c4ccccc34)n2)c2cccnc21,36,66,65,13,38,58,103,56,52
O=c1[nH]ncc(N/N=C(/C=C/c2ccc(C/C(=N/Nc3cn[nH]c(=O)c3Cl)c3ccccc3)cc2)c2ccccc2)c1Cl,52,104,104,77,79,81,106,79,45
Cn1c(=O)[nH]c(-c2cccc([N+](=O)[O-])c2)c(C#N)c1=O,105,111,119,109,101,74,103,94,99
Clc1ccc(-c2nc3ccccc3[nH]2)c(Cl)c1,95,109,107,109,90,86,86,109,106
Cc1cc(C)n(-c2nc3sc(C(N)=O)c(C)c3c(=O)n2Cc2ccccc2)n1,102,113,102,132,103,.,98,99,103
Clc1c(Br)c(-c2ccccc2)nc2ccccc12,100,94,112,112,102,82,116,104,125
C/C(Cc1ccc([N+](=O)[O-])cc1[N+](=O)[O-])=N\O,103,97,113,118,110,85,104,95,105
O=C(O)CSCC(=O)N1CCN(c2cc3c(cc2F)c(=O)c(C(=O)O)cn3C2CC2)CC1,103,106,117,114,107,.,106,108,100
COc1cc(-c2nc3ccc(-c4nnc(SCC(=O)Nc5ccc(C(=O)/C=C/c6ccccc6)cc5)o4)cc3[nH]2)cc(OC)c1OC,108,116,116,105,99,86,102,74,88
O=C(CN1CCN(CC(=O)c2ccc(Cl)cc2)CC1)c1ccc(Cl)cc1,92,.,97,105,103,85,94,96,92
CC(C)(O)C(O)(c1ccccc1)c1ccccc1,105,108,100,102,108,90,118,95,96
COc1cc(C(=O)c2cnc(-c3c[nH]c4cccc(C)c34)[nH]2)cc(OC)c1OC,18,20,-29*,6.7*,0.9*,20,40,-10*,12
O=C(O)c1ccc(O)c([N+](=O)[O-])c1,100,90,97,100,106,107,112,103,104
N/N=c1\scc(-c2cc3ccccc3oc2=O)n1N,102,109,118,104,98,85,104,93,102
C=C(C)[C@@H]1CC[C@]2(C#N)CC[C@]3(C)[C@H](CC[C@@H]4[C@@]5(C)C/C(=C/c6ccco6)C(=O)C(C)(C)[C@@H]5CC[C@]43C)[C@@H]12,103,100,47,98,109,85,94,100,106
O=C(CSc1nc2ccc([N+](=O)[O-])cc2[nH]1)Nc1ccc([N+](=O)[O-])cc1,32,31,21,13,22,30,44,9.9*,23
O=C(Cn1cc(CSc2nc3ccccc3o2)nn1)Nc1cc(Cl)cc(Cl)c1,103,117,112,106,105,92,106,100,106
S=C(S)Oc1cc(Cl)c(Cl)cc1Cl,106,107,117,102,111,96,97,98,104
COc1ccc2c(c1)c(C(=O)c1nc(-c3cn(C)c4ccccc34)no1)cn2C,87,95,98,89,81,108,86,100,83
ClC1=NC(Cl)C(Cl)=N/C1=N\c1ncn[nH]1 (configuration not stated),-79*,54,-76*,-63*,26,69,89,-70*,-72*

Retrieved by compound from the list above, 2 records:
Compound,SW-620,HCC-2998,COLO 205,HT29,KM12,SNB-75,NCI-H322M,HCT-116,HCT-15
C=C(C)[C@@H]1CC[C@]2(C#N)CC[C@]3(C)[C@H](CC[C@@H]4[C@@]5(C)C/C(=C/c6ccco6)C(=O)C(C)(C)[C@@H]5CC[C@]43C)[C@@H]12,103,100,47,98,109,85,94,100,106
COc1ccc2c(c1)c(C(=O)c1nc(-c3cn(C)c4ccccc34)no1)cn2C,87,95,98,89,81,108,86,100,83

Some values from the entries so far.
KM12 result of Cc1nc(NC(=O)Nc2ccccc2)sc1C(=O)NNC(=O)Nc1ccccc1 → 113
SNB-75 result of CC(C)c1nc2ccccc2n1CC(=O)N/N=C/c1ccc(O)cc1 → 81

Source: PubChem BioAssay
